Screening results from PubChem.
M1 PAM – potentiates human M1 receptor response to acetylcholine. CHO-K1 hM1, Fluo-8 calcium fluorescence, ACh EC20; 0% = ACh EC20, 100% = maximal ACh. AID 588819. 360,000 tested, 0.088% active. activation, % at 3 µM. P11229; in the data active = activation above about 19%, passing the limit was not always enough
Target sequence (P11229 whole entry, looked up): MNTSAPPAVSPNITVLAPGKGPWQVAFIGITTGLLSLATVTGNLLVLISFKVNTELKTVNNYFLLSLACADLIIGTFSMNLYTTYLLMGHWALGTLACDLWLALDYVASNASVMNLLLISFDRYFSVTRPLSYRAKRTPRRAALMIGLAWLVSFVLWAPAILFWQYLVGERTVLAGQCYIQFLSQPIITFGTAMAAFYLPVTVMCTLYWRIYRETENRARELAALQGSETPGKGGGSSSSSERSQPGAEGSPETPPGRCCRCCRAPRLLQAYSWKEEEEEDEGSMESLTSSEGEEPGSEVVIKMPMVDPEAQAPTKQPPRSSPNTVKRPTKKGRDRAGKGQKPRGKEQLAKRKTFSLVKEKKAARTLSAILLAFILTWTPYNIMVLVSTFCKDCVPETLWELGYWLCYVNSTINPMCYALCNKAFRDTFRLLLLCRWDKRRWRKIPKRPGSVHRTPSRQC
M1 ag – agonists of human M1 muscarinic receptor; P11229; CHO-K1 hM1, Fluo-8 calcium fluorescence, agonist mode; 0% DMSO, 100% acetylcholine EC100; activation, % at 3 µM; 360,000 tested, 0.33% active; AID 588814;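 active = activation above the run's mean compound activation plus 3 SD, cut at about 16% in these data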;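 note: peak over basal fluorescence ratio within a 140 s kinetic read after compound addition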
CHRM1 antagonist – antagonists of human M1 muscarinic receptor; P11229; CHO-K1 hM1, Fluo-8 calcium fluorescence, ACh EC80 antagonist; inhibition, % at 3 µM; 360,000 tested, 1.3% active; AID 588852;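 active = percent inhibition above its own plate's cutoff, namely the mean of that plate's compound wells plus 3 SD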;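 note: peak over basal fluorescence ratio during 140 s after agonist addition; 0% = ACh EC80 plus DMSO and 100% = DMSO alone without agonist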
CHO parental Ca – signal in parental CHO cells, OX1R antagonist counter-screen. parental CHO-K1, ATP-induced calcium, Fluo-8 fluorescence. inhibition, % at 5.6 µM. 330,000 tested, 0.63% active. AID 463079;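 active = inhibition above that plate's mean sample inhibition plus 3 SD, cut at about 26% in these data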;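 note: 0% = ATP-challenged DMSO wells and 100% = DMSO wells without ATP; some compounds past the cut are filed as inactive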
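Material: Parental CHO cells | Reagent: ATP | Compound dosing: Single nominal dose of 5.6 µM per compound | Detection: Intracellular calcium via Fluo-8 no-wash fluorescent dye | Read-out: % inhibition of ATP-induced calcium mobilization | Benchmarks: Low control ATP plus DMSO, high control DMSO only | Replicates: Singlicate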
M1 PAM parental – counter-screen for M1 PAMs: effect in parental CHO-K1 cells; ATP EC20, Fluo-8 calcium fluorescence; 0% at ATP EC20, 100% at ATP max; activation, % at 3 µM; 360,000 tested, 0.02% active; AID 602247;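 active = activation above the run cutoff, the mean activation of all test compounds plus 3 SD, cut at about 40% in these data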;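 note: peak over basal fluorescence ratio in a 140 s read after ATP addition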
CHO-K1 Ca ag – counter-screen for M1 agonists: effect in parental CHO-K1 cells; Fluo-8 calcium fluorescence; scaled to maximal ATP response, vehicle zero; activation, % at 3 µM; 360,000 tested, 0.48% active; AID 602248; in the data active = activation above about 15%;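 note: untransfected CHO-K1 host cells lacking M1 receptor as counterscreen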
CHO-K1 Ca antag – counter-screen for M1 antagonists: effect in parental CHO-K1 cells; ATP-induced calcium, Fluo-8 fluorescence; inhibition, % at 3 µM; 360,000 tested, 0.6% active;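 active = inhibition above a per-plate cutoff, the plate's mean sample inhibition plus 3 SD, cut at about 24% in these data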;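 note: 0% = DMSO plus EC80 ATP and 100% = DMSO alone without ATP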
TAAR1 agonist – human TAAR1 agonism. Q96RJ0. CHO RD-HGA16 TAAR1, Fluo-8 calcium fluorescence; vehicle wells 0%, saturating PEA agonist 100%. activation, % at 3 µM. 360,000 tested, 0.99% active;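 active = activation above the mean activation of all test compounds in the run plus 3 SD, cut at about 38% in these data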
Target sequence (Q96RJ0 whole entry, looked up): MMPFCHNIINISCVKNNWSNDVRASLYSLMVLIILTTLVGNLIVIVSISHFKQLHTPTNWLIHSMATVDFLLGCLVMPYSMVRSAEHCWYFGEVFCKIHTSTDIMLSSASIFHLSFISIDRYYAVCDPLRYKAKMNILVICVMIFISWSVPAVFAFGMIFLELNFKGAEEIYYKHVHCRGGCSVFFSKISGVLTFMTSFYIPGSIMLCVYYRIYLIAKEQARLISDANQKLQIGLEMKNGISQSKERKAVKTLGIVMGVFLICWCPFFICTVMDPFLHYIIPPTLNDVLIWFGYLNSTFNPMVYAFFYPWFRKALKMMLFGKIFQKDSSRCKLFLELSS
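System: CHO-derived RD-HGA16 cells with stable Gα16 and human TAAR1. Times: 17-24 h plating, Fluo-8 75 min 37 °C, 30 min RT. Measured by: calcium-sensitive Fluo-8 signal, excitation 470-495, emission 515-575 nm. Read-out basis: % activation relative to PEA EC100 response. Control set: DMSO and PEA EC100. Repeats: no replicates (n 1).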
TAAR1 antagonist – antagonists of human TAAR1; Q96RJ0; CHO RD-HGA16 TAAR1, Fluo-8 calcium fluorescence, antagonist; inhibition, % at 3 µM; 360,000 tested, 1.5% active; AID 624466;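 active = inhibition above a per-plate cutoff, the mean inhibition of test compounds on that plate plus 3 SD, cut at about 49% in these data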;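 note: 0% = DMSO plus EC80 beta-PEA response and 100% = DMSO alone without agonist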
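System: CHO RD-HGA16 cells bearing hTAAR1. Reagent: EC80 β-phenethylamine stimulus. Schedule: seeding 17-24 h prior, 75-min 37 °C, 30-min RT dye loading. Signal: Fluo-8 intracellular calcium dye fluorescence, real-time kinetic reads. Read-out: % inhibition from peak post-agonist over basal fluorescence ratio. Benchmarks: vehicle wells and EC80 agonist wells. Replicates: n of 1.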
An asterisk follows results filed as active; nt = no result given. Random draw from the library. Share with any hit: about 4.4%.

#1 CCc1nc(N2CCCCC2)c2oc3ccccc3c2n1
#2 O=C(COC(=O)Cn1[nH]c(=O)c2ccccc2c1=O)Nc1ccc2c(c1)OCO2
#3 O=C1CCc2cc(S(=O)(=O)N3CCC(C(=O)NCc4ccccn4)CC3)ccc2N1
#4 COc1ccc(C(=O)Nc2ccc(S(=O)(=O)NC(C)=O)cc2)cc1
#5 O=C(CN(Cc1ccccc1F)S(=O)(=O)c1ccc(Cl)cc1)NCCC1=CCCCC1
#6 Cc1ccc(C(=O)NCCNC(=O)c2ccccn2)cc1
#7 CCC(C)(C#CCN1CCCCC1)OC(C)=O (stereo unspecified)
#8 Cc1ccc(C)c(N2C(=O)c3ccc(C(=O)Nc4ccccn4)cc3C2=O)c1
compound no.,1,2,3,4,5,6,7,8
M1 PAM,1,8,4,-1,7,9,-23,-3
M1 ag,-7,-3,-5,-2,-5,-4,-13,-2
CHRM1 antagonist,-4,2,-6,1,-1,-6,22,-1
CHO parental Ca,-14,-7,2,0,-20,4,-9,nt
M1 PAM parental,22,21,-3,19,13,14,4,2
CHO-K1 Ca ag,-0.1,0.8,0.3,0.4,0.3,0.9,0.3,0.2
CHO-K1 Ca antag,-8,-16,1,-10,-3,-17,1,-8
TAAR1 agonist,24,9,0,3,6,2,4,4
TAAR1 antagonist,-18,-19,-5,10,10,-7,-9,-19

#9 Cc1ccc(C(=O)Cn2cncn2)cc1
#10 COC(=O)c1c(-c2ccc(OC)cc2)sc2ccc(OC)cc12
#11 Cc1cc(NCc2ccco2)nc2cc(O)ccc12
#12 COc1ccc(C(NC(=O)C2CCN(CCOc3ccc(Cl)cc3Cl)CC2)c2cccs2)cc1 (stereo unspecified)
#13 COc1ccc(-c2cc(C(=O)NNC(=S)NC(=O)c3c(-c4ccccc4)noc3C)[nH]n2)cc1
#14 CC1CCCN(Cc2nc(Cc3ccccc3Cl)no2)C1 (stereo unspecified)
#15 CO[C@@H]1[C@@H](OC(N)=O)[C@@H](O)C(Oc2ccc3c(O)c(NC(=O)c4ccc(O)c(CC=C(C)C)c4)c(=O)oc3c2C)OC1(C)C (stereo partly specified)
#16 CCC(Sc1nc(N)cc(=O)[nH]1)C(=O)Nc1cc(C)on1 (stereo unspecified)
compound no.,9,10,11,12,13,14,15,16
M1 PAM,12,-4,5,5,8,13,6,16
M1 ag,-2,-5,-4,0,-6,-3,-2,-8
CHRM1 antagonist,-13,4,-1,-9,-22,-22,-28,-12
CHO parental Ca,-3,-15,-10,nt,5,-6,3,-1
M1 PAM parental,25,-19,21,-2,11,2,13,15
CHO-K1 Ca ag,2.1,-0.5,2.2,0.5,-0.2,-0.1,0.3,0.1
CHO-K1 Ca antag,-10,3,2,-10,-15,-1,3,-8
TAAR1 agonist,1,3,1,21,3,-2,1,5
TAAR1 antagonist,-23,12,-14,13,-21,-27,-26,3

#17 O=C(Nc1ccncc1)c1c(F)cccc1F
#18 COc1ccc(CC(=O)NCC2(c3ccc(OC)c(OC)c3)CCOCC2)cc1
#19 Cc1ccc(S(=O)(=O)CC(C)N2CCOCC2)c(S(=O)(=O)CC(C)N2CCOCC2)c1 (stereo unspecified)
#20 O=C(NC1=NC2CCCCC2N1)c1ccccc1 (stereo unspecified)
#21 C=CCNC(=O)Cn1nc(-c2ccccc2)ccc1=O
#22 O=C(CN1C2=NCCCN2c2ccccc21)c1ccc(Cl)cc1Cl
#23 COc1cc(/C=N/n2nnnc2Nc2ccccc2)cc(OC)c1OC
#24 O=C1NCCN/C1=C\C(=O)c1ccc(Br)cc1
compound no.,17,18,19,20,21,22,23,24
M1 PAM,-2,-5,1,7,3,-7,5,2
M1 ag,-4,-1,-2,0,-3,-7,-5,-1
CHRM1 antagonist,-2,1,-5,-18,-6,3,-1,-12
CHO parental Ca,3,-6,-2,-8,10,-24,-7,-6
M1 PAM parental,-6,3,6,7,13,-4,15,-5
CHO-K1 Ca ag,0.0,0.1,0.7,0.0,-0.3,0.1,3.1,2.5
CHO-K1 Ca antag,-1,5,-1,-13,-22,3,-4,-3
TAAR1 agonist,nt,16,0,5,6,9,nt,3
TAAR1 antagonist,nt,-16,2,23,-4,-13,nt,-11

#25 COc1cccc2c(=O)n(CC(=O)N3CCCc4ccccc43)ccc12
#26 CCCn1cnnc1CNC(=O)[C@H]1O[C@@H](n2ccc(=O)[nH]c2=O)[C@H](O)[C@@H]1O
#27 CN(CC(=O)Nc1ccccc1Br)CC(=O)NC(c1ccccc1)c1ccccc1
#28 CCOC(=O)c1nc(C)[nH]c1C(=O)OCC
#29 COc1ccc(Br)cc1C(=O)NC(=S)Nc1ccc(Cl)c(C(=O)O)c1
#30 CCCCN(C)C(=O)c1sc(=O)n(Cc2c(C)noc2C)c1C
#31 Cc1ccc(NC(=O)CCC(=O)N/N=C/c2coc3ccc(F)cc3c2=O)cc1
#32 O=[N+]([O-])c1ccc(N=Cc2sc3ccccc3c2O)cc1
compound no.,25,26,27,28,29,30,31,32
M1 PAM,2,-6,8,3,12,7,-1,4
M1 ag,-6,-1,-1,-4,1,3,-2,2
CHRM1 antagonist,2,7,-7,-3,4,10,4,4
CHO parental Ca,-11,nt,nt,4,-18,nt,-15,4
M1 PAM parental,21,-6,14,7,12,-9,23,13
CHO-K1 Ca ag,1.2,0.0,-0.7,0.5,-0.7,0.1,0.5,7.2
CHO-K1 Ca antag,-8,13,12,-13,6,13,-16,2
TAAR1 agonist,3,3,3,10,2,0,2,10
TAAR1 antagonist,-6,-14,-15,-12,2,5,-14,3

Grouped by structure: those above containing fluorine.
#5 O=C(CN(Cc1ccccc1F)S(=O)(=O)c1ccc(Cl)cc1)NCCC1=CCCCC1
#17 O=C(Nc1ccncc1)c1c(F)cccc1F
#31 Cc1ccc(NC(=O)CCC(=O)N/N=C/c2coc3ccc(F)cc3c2=O)cc1
compound no.,5,17,31
M1 PAM,7,-2,-1
M1 ag,-5,-4,-2
CHRM1 antagonist,-1,-2,4
CHO parental Ca,-20,3,-15
M1 PAM parental,13,-6,23
CHO-K1 Ca ag,0.3,0.0,0.5
CHO-K1 Ca antag,-3,-1,-16
TAAR1 agonist,6,nt,2
TAAR1 antagonist,10,nt,-14

(list continues)
#33 N=C1SCC(=O)N1c1ncc(Cc2ccccc2Cl)s1
#34 CC(Oc1ccc(F)cc1F)C(=O)/C=C/N(C)C (stereo unspecified)
#35 COc1ccccc1OCCOC(=O)Nc1ccccc1
#36 CCOC(=O)C1(CCc2ccccc2)CCN(C(=O)C2CCOCC2)CC1
#37 CCN(CC)C(=O)c1cccc(-c2csc(C(O)c3ccccc3)n2)c1 (stereo unspecified)
#38 Cc1cccc2cc(C#N)c(SCC#N)nc12
#39 COCCn1c(SCc2ccc(F)cc2)nc2ccccc2c1=O
#40 COc1cc(O)c(CCO)c2c1C(=O)C[C@@H](C)O2
compound no.,33,34,35,36,37,38,39,40
M1 PAM,6,-6,7,-13,-1,5,-9,3
M1 ag,1,-4,-5,-6,5,-10,-5,2
CHRM1 antagonist,-22,9,-5,15,-4,-7,20,1
CHO parental Ca,nt,-10,0,-13,nt,5,-16,3
M1 PAM parental,14,5,14,-17,14,17,9,8
CHO-K1 Ca ag,1.9,1.9,0.3,-0.4,8.7,0.6,-0.6,0.7
CHO-K1 Ca antag,1,-13,10,25*,-1,-9,10,1
TAAR1 agonist,7,8,3,4,5,3,-3,2
TAAR1 antagonist,4,5,0,-2,10,3,-11,-12

#41 N#C/C(=C\c1cccnc1)C(=O)NC1CCCCC1
#42 Cn1c(SCC(N)=O)nnc1-c1ccc(C(C)(C)C)cc1
#43 Cc1c(NC(=O)c2cccs2)c(=O)n(-c2ccccc2)n1C
#44 Cc1ccc(C(=O)Nc2cccc(C(F)(F)F)c2)cc1NC(=O)c1[nH]cnc1C(N)=O
#45 COc1ccccc1S(=O)(=O)N1CCC(C(=O)O)(c2ccccc2)CC1
#46 O=C1C=C(O)CC(c2ccc(Cl)cc2)C1 (stereo unspecified)
#47 CCc1nnc(NC(=O)c2ccco2)s1
#48 CCOCc1cc(CN2CCCC(CNC(=O)c3ccco3)C2)ccc1OC (stereo unspecified)
compound no.,41,42,43,44,45,46,47,48
M1 PAM,7,2,2,2,10,5,4,-3
M1 ag,-2,-2,-4,-2,-3,-2,-2,-6
CHRM1 antagonist,-7,7,2,-6,-11,-9,-6,-3
CHO parental Ca,-3,-4,8,-1,-8,-20,nt,-13
M1 PAM parental,15,-4,10,-7,10,10,12,-6
CHO-K1 Ca ag,1.0,0.1,0.6,0.0,1.8,-0.1,-0.2,-0.1
CHO-K1 Ca antag,-6,-12,-10,2,-11,-2,2,-9
TAAR1 agonist,13,2,0,6,6,5,2,2
TAAR1 antagonist,-12,6,-13,14,-1,1,-1,-7

3 of the entries above in order of the M1 ag value, lowest first:
cpd | Compound | M1 ag | CHRM1 antagonist | TAAR1 agonist
43 | Cc1c(NC(=O)c2cccs2)c(=O)n(-c2ccccc2)n1C | -4 | 2 | 0
45 | COc1ccccc1S(=O)(=O)N1CCC(C(=O)O)(c2ccccc2)CC1 | -3 | -11 | 6
42 | Cn1c(SCC(N)=O)nnc1-c1ccc(C(C)(C)C)cc1 | -2 | 7 | 2

Remaining list, next part
#49 Cc1ccc(S(=O)(=O)NC(C)(C)CSc2nnc(N)s2)cc1
#50 CSc1nn(-c2ccc(C(=O)OC(C(=O)NC(N)=O)C(C)C)cc2)c(=S)s1 (stereo unspecified)
#51 COCCNC(=O)C(c1ccc(C)cc1)N(C(=O)C(=O)NC1CCCC1)c1ccc2c(c1)OCCO2 (stereo unspecified)
#52 COc1ccc(Cl)cc1NC(=O)CSC1=NN2CCCC(=O)N=C2S1
#53 CCn1c(C)nnc1SCC(=O)Nc1ccc(N2CCOCC2)cc1
#54 COC(=O)c1ccccc1S(=O)(=O)N1CCC(C(=O)NCC2CCCO2)CC1 (stereo unspecified)
#55 Cc1ccc(C(=O)Nc2ccccc2C(=O)NC(Cc2ccccc2)C(=O)O)cc1 (stereo unspecified)
compound no.,49,50,51,52,53,54,55
M1 PAM,-6,0,-1,-8,12,6,-4
M1 ag,-1,-12,-3,-4,-2,-3,-5
CHRM1 antagonist,13,6,-1,6,-14,-4,-1
CHO parental Ca,-9,-15,-13,-8,9,-1,-11
M1 PAM parental,4,-9,5,-7,15,3,-6
CHO-K1 Ca ag,0.6,0.2,0.1,12,1.1,0.2,-0.7
CHO-K1 Ca antag,-15,18,-4,3,-20,11,8
TAAR1 agonist,11,7,1,6,1,0,2
TAAR1 antagonist,5,16,1,4,1,-1,7
